Bioassay records from PubChem BioAssay.
p53ts 39C kill: qHTS Screen for Compounds that Selectively Target Cancer Cells with p53 Mutations: Cytotoxicity of p53ts Cells at the Nonpermissive Temperature. H1299-p53A138V viability at 39C, ATP luminescence, 24 h. Potency, µM (series often up to 46.1 µM), inactives show at the highest dose activity change, negative = cell killing, usual class: cytotoxic. 130,000 tested, 1.5% active. AID 902, 2007; note: nearly all actives have a fitted effect of over 55% in size
Imprint erasure: qHTS Assay for Compounds that Induce Erasure of Genomic Imprints | mouse ES Peg3-LacZ reporter, beta-gal luminescence, 40 h | Potency, µM (top dose mostly 60.7 µM), inactives show at the top dose activity change, positive = activation, hits mostly activators | 110,000 tested, 0.02% active | AID 1948, 2009;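 note: 0% = negative control wells on the plate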
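Readout: BetaGlo luminescence (5 min, room temp) for LacZ from the normally silent maternal Peg3 allele in female Peg3LacZ-Neo ES cells. Cells 300/well, 40 h, 37C, 5% CO2. Data normalized per plate to negative controls.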
IkB sig inh: IkB Signaling; Potency, µM (top dose mostly 57.1 µM), inactives show top-dose IkBa stabilization activation; ABC-DLBCL IkBa-CBG/CBR dual luciferase ratio, 4 h; response scale: scaled: untreated 0%, proteasome inhibitor 100%; 110,000 tested, 0.04% active; AID 445, 2006; active = well fitted curve in the direction sought with a large enough effect in the signal ratio, not every such curve was filed as active; inconclusive = small, poorly fitted or top-dose-only effect, or a change in a side signal; the % refers to the signal ratio;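 note: the direction sought is a rising ratio; 0% = basal untreated cells and 100% = reference inhibitor full response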
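Curves were fitted separately to fusion (green), unfused (red) and ratio luminescence, then classed by r2, magnitude and activity. Cells: OCI-Ly3, 4 h compound plus doxycycline at 37C; 10 uM MG-132 defined full response.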
p53ts 32C kill: qHTS Screen for Compounds that Selectively Target Cancer Cells with p53 Mutations: Cytotoxicity of p53ts Cells at the Permissive Temperature; AID 924, 2007; Potency, µM (highest dose often 46.1 µM), for inactives: top-dose activity change, negative = cytotoxicity, hits mostly cytotoxic; H1299-p53A138V at 32C, ATP luminescence viability, 24 h; 130,000 tested, 0.93% active;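 note: 0% = DMSO and -100% = full killing by reference compound; nearly all actives have a fitted effect of over 55% in size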
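Viability by ATPlite luminescence after 24 h compound treatment (up to 46 uM) at the permissive 32C. Cells are H1299 carrying p53 A138V. Scale runs from DMSO basal to 100 uM tamoxifen as full kill; AC50 from Hill fits.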
* marks the source's active call; other numbers are inactive results; ? = inconclusive; . = no result given; & = joins results of further samples; [ ] = dose if it differs, or a comment. Unless noted, calls come from the whole dose curve; as a rule, active = well fitted curve in the direction sought with a large enough effect; inconclusive = small, poorly fitted or top-dose-only effect, or another doubt; inactive = no such curve, though single readings can be large; an effect the other way counts as inactive or inconclusive. Unless noted, % is set by controls: 0 for no effect and ±100 for the full control effect; potency is the fitted concentration of half-maximal effect. Not all compounds are listed; rates above refer to the full screens.

Values run as follows: p53ts 39C kill	Imprint erasure	IkB sig inh	p53ts 32C kill
CC(=O)O[C@]1(c2ccccc2)CCN(C)[C@H]2CCCC[C@@H]21
  5%	.	.	-7%
NS(=O)(=O)c1ccc(-c2ccc([As](=O)(O)O)cc2)cc1
  13%[9.22 µM]	-10%[10.9 µM]	-0.8%[11.4 µM]	8%[9.22 µM]
CCCCOC(=O)n1c(=O)oc2ccccc21
  -17%	-40%[inhibitor]	6.5%	-10%
Cc1ccc(OCC(=O)NCCN2CCN(C(=O)COc3ccc(C)cc3)CC2)cc1
  7%	.	1.0%	-12%
CCCCn1c(O)c(/C=C/C=Nc2ccccc2)c(=O)[nH]c1=O
  8%	.	.	-8%
COc1cc(OC)c(OC)cc1CNC(C)C(O)c1ccccc1 (stereo not drawn)
  -4%	-6%	1.0%	-1%
BrC(Br)Br
  -4%	-5%	-1.5%	9%[1.84 µM]
COc1ccc(N2CCN(C(=O)C3CCCN(S(=O)(=O)c4ccc5c(c4)CCCN5C(C)=O)C3)CC2)cc1 (stereo not drawn)
  ?	-19%[10.9 µM]	?	0%
CS(=N)(=O)CC[C@H](N)P(=O)(O)O (stereo partly drawn)
  5%[9.22 µM]	-12%[10.9 µM]	-1.0%[11.4 µM]	-2%[9.22 µM]
O=C(Nc1nc2ccccc2s1)c1cccn(Cc2ccccc2)c1=O
  ?	-24%[10.9 µM]	-1.1%	-2%
CCN1C[C@]2(C)CC[C@H](O)[C@@]34[C@@H]5CC6[C@@H](OC)C[C@@](O)([C@@H]5[C@@H]6O)[C@H](C[C@@H]23)[C@H]14
  1%[20.6 µM]	2%[16.8 µM]	1.2%[25.6 µM]	2%[20.6 µM]
COc1c(CC=C(C)C)c2c(c3oc(=O)c(-c4ccc(O)cc4)c(O)c13)C=CC(C)(C)O2
  0%	2%	.	4%
O=C(c1sc2ccccc2c1Cl)N1CCC2(CC1)OCCO2
  6%	-18%	-2.5%	1%
COc1ccc2[nH]c3c(c2c1)CCNC3
  -2%	-4%	0.8%	-9%
CC(=O)OCC1=C(C(=O)O)N2C(=O)[C@@H](N)[C@@H]2SC1
  9%[20.6 µM]	-3%[16.8 µM]	2.5%[25.6 µM]	2%[20.6 µM]
CC(C)NC(=O)N1CCCC2(CCN(C(=O)Oc3ccccc3)CC2)C1
  -1%	.	0.5%[11.4 µM]	-13%
O=C(O)C1C(C(=O)O)C2(Cl)C(Cl)=C(Cl)C1(Cl)C2(Cl)Cl (stereo not drawn)
  -4%	1%	2.0%	-15%[1.84 µM]
C=Cn1ccnc1P(=S)(c1cc(N(CC)CC)ns1)c1nccn1C=C
  -10%	-3%	0.3%	-12%
CC1CCC(C(=O)NC(C(=O)N2CCC3(CC2)OCCO3)C(C)C)CC1 (stereo not drawn)
  12%	-11%	2.1%	4%
CC(C)[N+](=O)[O-]
  3%	4%	-1.3%	-1%[1.84 µM]
O=C1C2CCCN2C(c2cccnc2)N1c1ccc(Cl)cc1 (stereo not drawn)
  -3%	-3%	0.8%	5%
NC(=O)c1ccc(NC(=O)c2cccn(Cc3ccccc3)c2=O)cc1
  -3%	-7%[10.9 µM]	6.5%	2%
FC(Cl)(Cl)Cl
  -5%	2%	0.3%	2%[1.84 µM]
Cc1ccc(-n2nc3c(N4CCC(C(=O)NCc5ccccc5Cl)CC4)nnc(C)c3c2C)cc1
  -15%	-11%[10.9 µM]	?	?
O=C(O)[C@@H]1C[C@H]1[C@@H](NP(=O)(c1ccccc1)c1ccccc1)c1ccccc1
  9%	-11%	.	-1%
CCN(CC)CCN=Cc1c(O)n(C2CCCCCC2)c(=O)[nH]c1=O
  -10%	-6%	-0.6%	-4%
O=C(COc1ccccc1Cl)N1CCN(CCc2ccccn2)CC1
  19%	-5%[10.9 µM]	-0.2%	-4%
CCCCCCCCCOc1ccc2[nH]cc(CCN)c2c1
  32µM*	-34%[inhibitor]	?	?
CCCCC12CN3CC(C)(CN(C1)C3c1ccccn1)C2=O (stereo not drawn)
  6%	-8%[10.9 µM]	-0.2%	0%
CCC(C)C(=O)OC1C(O)C2C(CN3CC(C)CCC3[C@]2(C)O)C2C[C@]34O[C@@]5(O)C(OC(=O)C(C)(O)CC)CCC3(C)C5C(OC(C)=O)C(OC(C)=O)C4[C@@]21O (stereo partly drawn)
  -1%	7%	.	1%
O=C1NCN(c2ccccc2)C12CCNCC2
  6%	-6%	-1.0%	0%
CN1CCC2(CC1)CCN(C(=O)Oc1ccccc1)CC2
  -2%	.	0.9%[11.4 µM]	-8%
CC(=NCCN1CCCCC1)c1c(O)n(Cc2ccccc2)c(=O)[nH]c1=O
  -2%	-1%	2.8%	2%
COc1ccc(C2CC(=O)Oc3c2c(=O)oc2ccccc32)c(OC)c1OC (stereo not drawn)
  13%	-3%[10.9 µM]	?	6%
CC12CN3CC(C)(CN(C1)C31CCOCC1)C2=O
  -10%	.	.	-14%
C/C=C/CC#N
  -6%	7%	2.4%	-5%[1.84 µM]
Cc1nc2ccc(Cl)cn2c1P(=S)(N1CCOCC1)N1CCOCC1
  3%	?	-1.8%	-2%
CC(C)(C)NC[C@@H](O)COc1cccc2[nH]c(C#N)cc12
  -11%	-15%	-0.1%	-2%
COc1ccc(CCNCc2ccc3c(c2)n(C)c(=O)n3C)cc1
  -3%	-14%[10.9 µM]	-1.3%	-11%
CC(=O)C1C2c3ccccc3OC1(C)N=c1s/c(=C/c3cn(C)nc3C)c(=O)n12 (stereo not drawn)
  -11%	-2%	2.5%	-1%
O=C(Oc1ccccc1)N1CCC2(CC1)CCN(C(c1ccccc1)c1ccccc1)CC2
  -16%	.	1.7%[11.4 µM]	-7%
CCOP(=S)(OCC)SCSC(C)(C)C
  3%	-2%	0.7%	2%[1.84 µM]
O=C(Oc1ccccc1)N1CCC2(CCN(Cc3ccccc3)CC2)CC1
  12%	.	-0.8%[11.4 µM]	2%
Cc1ccccc1O
  4%	5%	-0.7%	4%[1.84 µM]
CCc1nnc(NC(=O)CCc2nc(C3=CCN(C)CC3)no2)s1
  -8%	-5%	-0.6%	-4%
COc1cc2c(cc1OC)C(C(=O)N1CCC3(CC1)OCCO3)C(c1ccccc1F)N(C)C2=O (stereo not drawn)
  9%	11%	1.9%	-5%
COc1ccc(NC(=O)N2CCC3(CC2)CCN(C(=O)Oc2ccccc2)CC3)cc1
  -6%	.	4.7%[11.4 µM]	-6%
CC1(C)C(c2ccccc2)=NC(c2cccnc2)=[N+]1[O-]
  4%	-8%	-2.8%	8%
O=c1cccc2n1CC1CC2CN(C(c2ccccc2)c2sc3ncnn3c2O)C1 (stereo not drawn)
  10%	-1%	7.6%	1%
Clc1ccc(Cl)cc1
  15%	-4%	.	8%
c1ccc(C[N+]23CN4CN(CN(C4)C2)C3)cc1
  8%[9.22 µM]	-17%[10.9 µM]	1.3%[11.4 µM]	2%[9.22 µM]
CCOC(=O)N1CCN(C(C)C(=O)c2c[nH]c3ccccc23)CC1 (stereo not drawn)
  -8%	-11%	0.8%	4%
C=C(C)c1ccccc1 (tested in a mixture with another compound)
  7%[9.22 µM]	-11%[10.9 µM]	4.0%[11.4 µM]	2%[9.22 µM]
Fc1ccccc1N1CCN(Cc2ccc3c(c2)OCO3)CC1
  2%	-15%	-2.0%	-2%
[N-]=[N+]=CC(=O)CC[C@H](N)C(=O)O
  4%[9.22 µM]	-11%[10.9 µM]	-0.9%[11.4 µM]	-10%[9.22 µM]
Cc1ccc(-n2c(/C=C/c3ccccc3)nc3ccccc3c2=O)cc1Cl
  -21%	-18%[10.9 µM]	?	3%
O=C(c1ccc2c(c1)OCO2)N1CCC2(CC1)OCCO2
  -2%	.	.	-4%
CCN(CC)CCn1ncc2c(N)ncnc21
  -1%[9.22 µM]	-8%[10.9 µM]	0.3%[11.4 µM]	-6%[9.22 µM]
Cc1ccccc1-n1nc(C)c2c1NC(=O)CSC2c1ccccc1C(F)(F)F (stereo not drawn)
  -26%	-13%[10.9 µM]	1.0%	3%
CC12CCCCC1N(O)CN2O (stereo not drawn)
  1%	-1%	-0.7%	-1%

5 structures from above, ordered by formula weight, descending:
Values run as follows: p53ts 39C kill	Imprint erasure	IkB sig inh	p53ts 32C kill
O=C(Oc1ccccc1)N1CCC2(CC1)CCN(C(c1ccccc1)c1ccccc1)CC2
  -16%	.	1.7%[11.4 µM]	-7%
Cc1ccccc1-n1nc(C)c2c1NC(=O)CSC2c1ccccc1C(F)(F)F (stereo not drawn)
  -26%	-13%[10.9 µM]	1.0%	3%
c1ccc(C[N+]23CN4CN(CN(C4)C2)C3)cc1
  8%[9.22 µM]	-17%[10.9 µM]	1.3%[11.4 µM]	2%[9.22 µM]
CC12CCCCC1N(O)CN2O (stereo not drawn)
  1%	-1%	-0.7%	-1%
[N-]=[N+]=CC(=O)CC[C@H](N)C(=O)O
  4%[9.22 µM]	-11%[10.9 µM]	-0.9%[11.4 µM]	-10%[9.22 µM]

More records.
Values run as follows: p53ts 39C kill	Imprint erasure	IkB sig inh	p53ts 32C kill
O=C(c1ccc2c(c1)N(Cc1ccc(F)cc1)C(=O)c1ccccc1S2)N1CCC2(CC1)OCCO2
  -21%	11%[10.9 µM]	2.9%	0%
O=C(Nc1cccc(F)c1)N1CC2(CCN(C(=O)Oc3ccccc3)CC2)C1
  -1%	.	-0.4%[11.4 µM]	-6%
CC(C)NC[C@H](O)c1ccc(N)c(C#N)c1
  4%	10%	-0.3%	-2%
c1ccc2c(c1)[I+]c1ccccc1-2
  ?	-40%&-26%[inhibitor]	?	?
CCCCCCCCCCCCCCCC[n+]1ccccc1
  -12%&6%	-30%&-20%[inhibitor]	?	20%
O=C(c1ccncc1)N1CCC2(CC1)CN(Cc1ccccc1)C2
  -4%	.	-2.4%[11.4 µM]	4%
CC(C)OS(C)(=O)=O
  5%	6%	-1.1%	7%[1.84 µM]
CN1C2CCC1CC(OC(=O)CCN1CCCC1)C2 (stereo not drawn)
  2%	-5%	-0.7%	-15%
O=c1ccc2c(O)c3ccoc3cc2o1
  -1%	-1%	.	-9%
COc1cc2c(cc1OC)C(C)NCC2 (stereo not drawn)
  -4%&-1%	-11%&-11%	.	3%&-17%
Clc1ccc2ccccc2c1
  0%	4%	0.1%	8%[1.84 µM]
CCOP1(=S)Oc2cc3c(cc2C(C(=O)OC)(C(F)(F)F)O1)OCO3 (stereo not drawn)
  3%	-11%	1.0%	-4%
O=c1c2ccccc2nc(/C=C/c2cccc3ccccc23)n1-c1ccccc1Cl
  ?	-18%[10.9 µM]	?	6%
COC1(CS(=O)c2ccccc2)CCN(CCc2c[nH]c3ccc(F)cc23)CC1 (stereo not drawn)
  -15%	-11%	1.2%	-4%
COc1cc(CN2CCN(c3cc(C)ccc3C)CC2)ccc1O
  -7%	-23%	2.8%	-10%
CCC(C)N1C(=O)NC(=O)C2(Cc3c(ccc4ccccc34)N(C)C2)C1=O (stereo not drawn)
  2%	-59%[inhibitor]	-1.6%	6%
COc1ccc(C(=O)Nc2ccc(-c3nc4ccccc4s3)c(Cl)c2)cc1Cl
  ?	-12%[10.9 µM]	0.9%	-13%
C[C@@H]1Cc2cc3c(cc2C(c2ccc(N)cc2)=NN1)OCO3
  13%	.	1.5%	5%
Cc1oc2ccc(O)c(CN3CCCCCC3)c2c1C(=O)Nc1cccc(Cl)c1C
  16µM*	-14%[10.9 µM]	?	-11%
CCOC(=O)c1ccc(N2C(=O)CC(N3CC=C(c4ccc(F)cc4)CC3)C2=O)cc1 (stereo not drawn)
  -6%	-18%	5.3%	-1%
O=C(c1csnn1)N1CCC2(CC1)CN(Cc1ccncc1)C2
  2%	.	2.7%[11.4 µM]	1%
COc1ccc(C2C(C(=O)N3CCC4(CC3)OCCO4)c3cc(OC)c(OC)cc3C(=O)N2C)cc1 (stereo not drawn)
  6%	-6%	2.1%	-13%
O=C(COc1cc(Cl)ccc1Cl)Nc1ccc(Cl)cc1C(=O)c1ccccc1
  14%	-5%[10.9 µM]	1.1%	3%
